DRD3 antagonist = qHTS of D3 Dopamine Receptor Antagonist: qHTS; D(3) dopamine receptor (Homo sapiens), P35462; D3R cells, DiscoveRx beta-arrestin luminescence, antagonist mode; stronger effect = lower value; hit rate 2.5% among 360,000; max response, negative = inhibition, %; AID 652054, 2013; in the data active = max response below about -50%; inconclusive = no clear call, values can overlap the other calls; also: % is scaled to controls: 0 for no effect and ±100 for the full control effect; mostly tested at two doses, the higher about 12 µM
Target sequence (P35462 whole entry, looked up): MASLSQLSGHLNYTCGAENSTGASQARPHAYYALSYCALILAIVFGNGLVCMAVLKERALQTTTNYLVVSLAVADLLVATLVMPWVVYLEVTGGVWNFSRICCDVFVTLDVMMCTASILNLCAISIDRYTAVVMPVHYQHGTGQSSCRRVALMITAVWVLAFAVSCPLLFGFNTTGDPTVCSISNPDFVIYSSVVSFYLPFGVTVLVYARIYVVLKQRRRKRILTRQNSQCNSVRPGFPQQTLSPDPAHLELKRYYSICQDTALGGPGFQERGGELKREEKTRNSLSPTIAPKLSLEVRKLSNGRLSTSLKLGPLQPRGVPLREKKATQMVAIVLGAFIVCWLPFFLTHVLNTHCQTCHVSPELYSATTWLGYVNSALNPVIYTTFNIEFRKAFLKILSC
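Cells expressing the human receptor were seeded at 1500 cells/well, incubated overnight at 37 degrees C in 5% CO2, then exposed to library compounds with dopamine controls for 90 minutes at 37 degrees C before luminescent detection.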
DRD3 agonist = qHTS of D3 Dopamine Receptor Agonist: qHTS; D(3) dopamine receptor (Homo sapiens), P35462; D3R DiscoveRx beta-arrestin cells, luminescence, 90 min; max activation, %; hit rate 0.58% among 410,000; in the data active = max activation above about 30%; also: 0% is about no effect; mostly tested at two doses, the higher about 12 µM
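Agonist-mode cell screen: cells plated at 1500/well and incubated overnight at 37 °C, then exposed to library compounds for 90 min at 37 °C. Detection reagent was added for 30–60 min at room temperature, and luminescence was read.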
aSyn yeast inh = qHTS of alpha-syn Inhibitors; hit rate 0.14% among 370,000; Yeast expressing alpha-synuclein, growth rescue, BacTiter-Glo, 24 h; Potency, µM (highest dose often 46.1 µM), for the others: at the highest dose growth rescue (activation), hits mostly activators; also: potency is read from the fitted curve at half-maximal effect; % of control where 0% means no effect; nearly all actives have a fitted effect of over 65% in size
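Readout is rescue of growth in alpha-synuclein-expressing yeast, so inhibitors of toxicity appear as activators. Growth after 24 hr at 30 deg C in galactose medium is quantified by luminescence.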
KB-V1 cytotox = qHTS assay for MDR1-selective chemotherapeutics: Primary screen using the drug-selected MDR subline cells KB-V1; KB-V1 MDR cells viability, CellTiter-Glo, 72 h; Potency, µM (top dose mostly 46.1 µM), for the others: top-dose activity change, negative = cytotoxicity, actives largely listed as cytotoxic; hit rate 3.4% among 400,000; AID 1347076, 2019; also: potency is read from the fitted curve at half-maximal effect; % is scaled to controls: 0 for no effect and ±100 for the full control effect; nearly all actives have a fitted effect of over 60% in size
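Readout: CellTiter-Glo luminescence, 10 min after addition. Cells: KB-V1 MDR subline, 72 h at 37 degrees C with compound. Analysis: corrected, normalized data fitted to concentration-effect curves.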
TDP43 rescue = qHTS of TDP-43 Inhibitors; TDP-43 expressing yeast growth rescue, BacTiter-Glo, 24 h; Potency, µM (series often up to 46.1 µM), without a hit: top-dose growth rescue (activation), actives largely listed as activators; hit rate 1.8% among 410,000; also: potency is read from the fitted curve at half-maximal effect; % of control where 0% means no effect; nearly all actives have a fitted effect of over 50% in size
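In this qHTS, compounds that restore growth of yeast expressing TDP-43 appear as activators. Cells (OD600=0.02, galactose medium, raffinose-pregrown) are incubated with compound 24 hr at 30 deg C and growth is quantified by BacTiter-Glo.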
GLP1R cytotox = qHTS of GLP-1 Receptor Inverse Agonists: Cytotox Screen; HEK293 cAMP-luciferase reporter cells, luminescence, 24 h; Potency, µM (doses to about 38.3 µM), inactives show top-dose activity change, negative = inhibition, actives largely listed as inhibitors; hit rate 0.13% among 410,000;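 also: loss of luciferase light is scored as toxicity; potency is read from the fitted curve at half-maximal effect; % is scaled to controls: 0 for no effect and ±100 for the full control effect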
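A 23 nL compound transfer followed 12 hours of cell culture at 37 deg C; exposure then lasted 24 hr. Luciferase assay detection reagent was dispensed and plates read for luminescence after a 12 min room-temperature wait.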
PTHR1 ag = qHTS for PTHR1 Agonists: Primary Screen | Parathyroid hormone/parathyroid hormone-related peptide receptor (Homo sapiens), Q03431 | hit rate 0.075% among 410,000 | AID 743266, 2014 | HEK293 GP2 PTHR1 cells, GloSensor cAMP luminescence, 1 h | Potency, µM (titrated, usually from 115 µM), inactives show at the top dose activation, most hits filed as activators; also: potency is read from the fitted curve at half-maximal effect; nearly all actives have a fitted effect of over 55% in size; some results filed as inactive show a strong effect at the top dose; inactives centre near -15; many of its hits are not listed in these tables
Target sequence (Q03431 whole entry, looked up): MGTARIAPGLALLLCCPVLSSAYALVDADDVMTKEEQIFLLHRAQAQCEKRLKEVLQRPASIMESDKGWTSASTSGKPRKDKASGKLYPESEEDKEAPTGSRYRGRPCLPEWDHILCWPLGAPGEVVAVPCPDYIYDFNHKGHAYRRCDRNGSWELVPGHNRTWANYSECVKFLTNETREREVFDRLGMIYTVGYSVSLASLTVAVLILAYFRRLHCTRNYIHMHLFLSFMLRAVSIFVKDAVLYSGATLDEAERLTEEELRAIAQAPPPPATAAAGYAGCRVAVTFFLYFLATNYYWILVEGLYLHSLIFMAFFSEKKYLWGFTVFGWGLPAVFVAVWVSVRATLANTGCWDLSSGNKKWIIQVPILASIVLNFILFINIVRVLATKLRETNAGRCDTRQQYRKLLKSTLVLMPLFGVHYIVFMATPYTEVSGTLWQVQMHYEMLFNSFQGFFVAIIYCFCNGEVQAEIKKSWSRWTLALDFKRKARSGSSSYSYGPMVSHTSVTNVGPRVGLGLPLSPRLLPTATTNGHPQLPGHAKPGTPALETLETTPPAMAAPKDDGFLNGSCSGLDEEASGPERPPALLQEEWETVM
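HEK-293-derived GP2 cells expressing PTHR1 and a GloSensor cAMP reporter, 3,000/well, plated overnight, given luciferin plus IBMX (each 0.5 mM as added) for 1 h at 37 °C, then compound for 1 h at 37 °C. Luminescence was read after 15 min at room temperature.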
GLP-1R inv ag = qHTS of GLP-1 Receptor Inverse Agonists (Inhibition Mode) | AID 624417, 2012 | Glucagon-like peptide 1 receptor (Homo sapiens), P43220 | Potency, µM (top dose mostly 38.3 µM), for the others: at the highest dose activity change, negative = inhibition, usual class: inhibitors | HEK293 GLP-1R CRE-luciferase, luminescence, 24 h; GLP-1R form is constitutively active | hit rate 1.6% among 410,000; also: potency is read from the fitted curve at half-maximal effect; % is scaled to controls: 0 for no effect and ±100 for the full control effect; nearly all actives have a fitted effect of over 55% in size
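Inverse agonists were sought by their lowering of basal cAMP reporter luciferase output in HEK293 cells stably carrying constitutively active human GLP-1R, after 24 h compound treatment.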
GLP-1R agonist = qHTS of GLP-1 Receptor Agonists; hit rate 0.007% among 380,000; HEK293 GLP-1R CRE-luciferase, luminescence, 4-6 h; cells express a hypersensitive GLP-1R form; Glucagon-like peptide 1 receptor (Homo sapiens), P43220; Potency, µM (doses to about 45.6 µM), without a hit: top-dose activation, usual class: activators; also: potency is read from the fitted curve at half-maximal effect; % of control where 0% means no effect
* hit, by the source's call; i = inactive; ? = inconclusive; . = no result given; [ ] = remark or other dose. Unless noted, calls follow the shape of the dose curve; as a rule, active = well fitted curve in the direction sought with a large enough effect; inconclusive = small, poorly fitted or top-dose-only effect, or another doubt; inactive = no such curve, though single readings can be large; an effect the other way counts as inactive or inconclusive.

SMILES | DRD3 antagonist | DRD3 agonist | aSyn yeast inh | KB-V1 cytotox | TDP43 rescue | GLP1R cytotox | PTHR1 ag | GLP-1R inv ag | GLP-1R agonist
Cc1ccc(NC(=O)C(=O)NCCN2CCN(S(=O)(=O)c3ccccc3)CC2)cc1C | 11 | 1 | 2% | ? | ? | -26% | i | -7% | 3%
CCOc1ccc(CC(=O)NCc2ccc3c(c2)CCN3C(=O)c2ccccc2)cc1OCC | . | -4 | . | 4% | 0% | 2% | i | 0% | .
O=c1[nH]c(CN2CCCCC2)ccc1O | 10 | 9 | -5% | 3% | 11% | 4% | i | -17% | -2%
O=[N+]([O-])c1ccc(Sc2ccc(F)cc2)nc1 | 5 | -2 | 3% | 7% | 22% | 0% | -4% | 7% | -5%
COCCCNC(=O)CSc1nc2ccccc2c(=O)n1CCCN1CCCCC1 | -11 | 0 | -1% | 7% | 6% | 7% | -18% | 10% | 1%
CCOC(=O)C1CCN(C(=O)CCCOc2ccccc2)CC1 | 16 | 9 | 18% | 0% | 10% | ? | -15%[57.5 µM] | 13% | 0%
CCc1c(C)nc2cc(-c3cc(OC)cc(OC)c3)nn2c1N1CCCC1 | 10 | 31* | -1% | -25% | ? | 10% | i | ? | 7%
O=C(COC(=O)c1ccc(F)cc1F)c1ccc[nH]1 | 12 | 0 | -2% | ? | 17% | 1% | -40%[inhibitor] | 8% | 2%
O=C(COC(=O)C12CC3CC(CC(C3)C1)C2)N1CCN(S(=O)(=O)c2ccccc2)CC1 | -3 | -1 | 1% | 0% | -15% | 0% | -18%[57.5 µM] | 0% | 4%
Clc1ccccc1OCCCCn1ccnc1 | 25 | 2 | 3% | -6% | -14% | 6% | i | 5% | 10%

Continued; the last 2 above are carried over.
SMILES | DRD3 antagonist | DRD3 agonist | aSyn yeast inh | KB-V1 cytotox | TDP43 rescue | GLP1R cytotox | PTHR1 ag | GLP-1R inv ag | GLP-1R agonist
O=C(COC(=O)C12CC3CC(CC(C3)C1)C2)N1CCN(S(=O)(=O)c2ccccc2)CC1 | -3 | -1 | 1% | 0% | -15% | 0% | -18%[57.5 µM] | 0% | 4%
Clc1ccccc1OCCCCn1ccnc1 | 25 | 2 | 3% | -6% | -14% | 6% | i | 5% | 10%
COc1cc(NC(=O)N[C@@H](CCSC)C(=O)O)cc(OC)c1 | -9 | -6 | 1% | -16% | -9% | 3% | 29% | 0% | 3%
CCN(CC)CCN(C(=O)c1cc(Cl)sc1Cl)c1nc2cc3c(cc2s1)OCO3 | -12 | -3 | 5% | 1% | 7% | 27% | -36%[inhibitor] | ? | 1%
Cc1cc(C)nc(NNC2=CC(=[N+]3CCCCC3)CC(C)(C)C2)n1 | -17 | 0 | -2% | -1% | -19% | ? | i | ? | 1%
CN(c1ccc(OCC(=O)OCC(=O)Nc2ccc(OC(F)F)cc2)cc1)S(=O)(=O)c1cccs1 | 2 | 5 | 0% | -6% | 3% | 6% | i | 10% | -4%
CC(=O)c1c(C(C)=O)c(C)n(NC(=O)c2ccc(Cl)cc2)c1C | 14 | 5 | -10% | 18% | -1% | -9% | i | -2% | -7%
CCCN1CC=C2C(C#N)=C(N)C(C#N)(C#N)C(c3cccc(OC)c3OC)C2C1 (stereo not given) | ? | 3 | -15% | ? | -13% | 34%[activator] | i | 1% | 3%
O=C(Cn1cnc2onc(-c3ccc(F)cc3)c2c1=O)N1CCN(c2ccc(F)cc2)CC1 | . | 3 | ? | 0% | 35µM* | -6% | -3% | ? | 4%
Cc1c(NC(=O)C(C)OC(=O)c2c3c(nc4ccccc24)CCC(C)C3)c(=O)n(-c2ccccc2)n1C (stereo not given) | 16 | -5 | 0% | -12% | 4% | 0% | -3% | -6% | 13%
CCC(O)c1cc2c(cc1NC(=O)c1ccc(C)cc1)OCCO2 (stereo not given) | 0 | -3 | 1% | ? | 23% | 2% | i | -28% | 10%
CCNC(=S)N1C2CCC1CC(NC(=O)NC1CCCCC1)C2 (stereo not given) | -10 | 0 | -8% | -1% | -13% | -29% | 0%[57.5 µM] | 0% | 0%
Cn1c2ccccc2c2cc(C(=O)O)ccc21 | 12 | -4 | 8% | 5% | ? | 29% | -32%[57.5 µM] | 5% | 3%
CCOC(=O)[C@]12CCC=C1N(Cc1ccccc1)C(=O)[C@H](CC(=O)NCC13CC4CC(CC(C4)C1)C3)C2 | -53* | -10 | 12% | ? | -9% | 0% | -8% | ? | -4%
Cc1cc(C)n(-c2nnc(C)n2NS(C)(=O)=O)n1 | -6 | 1 | -15% | 27% | 24% | -4% | i | 4% | -1%
Cc1ccc(NC(=O)CCS(=O)(=O)c2ccc(Br)s2)c(Br)c1 | . | 4 | . | 11% | 9% | -8% | i | -15% | .
OCCN1CCN(c2ncnc3c2ncn3[C@H]2CN(Cc3ccc(F)cc3)C[C@@H](CO)O2)CC1 | -4 | -8 | 1% | -4% | -11% | 2% | 3% | 20% | -3%
Cc1noc(NS(=O)(=O)c2ccc(NC(=O)C34CC5CC(C3)CC(n3cnc(Br)n3)(C5)C4)cc2)c1C | 10 | 3 | 0% | ? | -9% | 65%[activator] | -19% | 24% | -5%
CCC1Oc2ccccc2N(CC(=O)NCC2CCCO2)C1=O (stereo not given) | -9 | -1 | 6% | ? | -6% | -12% | 0% | 12% | 9%
Cc1nnc(NC(=O)c2ccccc2F)s1 | 12 | -1 | -4% | 2% | -17% | 0% | -3%[57.5 µM] | 0% | -4%
Cc1ccc(C2CC(=O)NC(SCC(=O)OCc3ccccc3)=C2C#N)o1 (stereo not given) | 13 | -9 | -1% | -29% | 8% | ? | i | ? | 2%
O=C(/C=C/c1ccco1)Nc1ccc(CN2CCOCC2)cc1 | 11 | 5 | -1% | 9% | 4% | 0% | i | 13% | -3%
Cc1ccccc1N1CCN(C2CCCN(C(=O)CCC3(C)CC3)C2)CC1 (stereo not given) | -64* | -7 | -2% | -16% | 6% | -5% | i | ? | 12%
CCn1c(NCc2cc(OC)c(OC)c(OC)c2)nc2ccccc21 | -17 | -16 | -5% | -23% | -14% | -1% | i | 1% | -2%
COc1ccc(NC(=O)CN(C)C(=O)CC2CCCCC2)cc1 | 14 | -1 | -6% | -29% | -29% | 0% | -9% | -9% | 6%
CC1CCN(C(=O)CSc2nnc(-c3cc4ccccc4cc3O)n2Cc2ccco2)CC1 | -27 | -6 | 12% | 3.7µM* | ? | -24% | -16%[57.5 µM] | 0% | 0%
Cc1cccc(C)c1NC(=O)CNC(=O)CCC(=O)c1cccs1 | 7 | 0 | 6% | 8% | 5% | -8% | -17% | 8% | 7%
CCOC(=O)C1=C(C)N(C)C(=S)NC1c1c(OCC)ccc2ccccc12 (stereo not given) | 1 | 1 | 2% | -19% | 20%[9.22 µM] | 0% | -8% | 3% | 5%
C=CCn1c(N)nc2ccccc21 | 2 | -3 | 1% | -19% | 17% | 11% | i | -1% | 3%
O=C(C1CCCN(S(=O)(=O)c2ccc(Br)s2)C1)N1CCN(c2cccc(Cl)c2)CC1 (stereo not given) | . | 3 | . | -6% | 21% | 1% | -13% | -11% | .
COc1ccc(CCC(=O)N2CCc3c([nH]c4ccccc34)C2c2ccc(F)cc2)cc1 (stereo not given) | . | 1 | . | . | -1% | -6% | -30%[inhibitor] | 10µM* | .
CCc1ccc2oc(-c3ccc(C)c(NC(=O)Cc4ccccc4)c3)nc2c1 | . | -14 | . | -22% | 18% | -1% | -29% | -8% | .
O=C(COC(=O)c1ccc(O)cc1)NCC1CCCO1 (stereo not given) | 1 | 2 | 4% | 3% | 19% | -7% | i | -2% | 0%
O=Cc1ccc(O)c2ncccc12 | -83* | -25 | -66%[inhibitor] | ? | -73%[inhibitor] | 424%[activator] | -1% | -80% | 6%
CCc1ccc(NC(=O)c2cc(C(C)C)on2)cc1 | -6 | -22 | -10% | ? | -25% | -3% | -38%[inhibitor][57.5 µM] | 0% | -12%
O=C(O)/C=C/c1ccc(-c2cccc(C(F)(F)F)c2)o1 | -21 | -7 | -1% | 3% | 25% | 9% | i | 9% | -4%
O=C(Nc1ccccc1)c1cc([N+](=O)[O-])ccc1NCc1cccnc1 | -5 | 3 | 0% | -7% | -10% | ? | -8% | ? | 10%
CCCCN(CC)C(=O)Cn1c(=O)sc2ccccc21 | -14 | -1 | 1% | -20% | 1% | ? | i | -8% | 0%
COc1ccc2[nH]c(CN3CCN(CC(C)C)C(CCO)C3)c(C)c2c1 (stereo not given) | 15 | -3 | 7% | -30% | -30%[9.22 µM] | 10% | -18% | ? | 7%
O=C(Nc1ccc(S(=O)(=O)Nc2ccccn2)cc1)c1cccc(Br)c1 | 3 | 2 | 3% | 27% | 18% | 0% | i | 1% | -15%
CCCS(=O)(=O)NC(=O)C1(C)CCCN(C(=O)c2c(F)ccc(C)c2F)C1 (stereo not given) | ? | 3 | -2% | -1% | 1% | 0% | -25% | 1% | -4%
COc1ccc(OC)c(-c2csc(NC(=O)Cn3[nH]c(=O)c4ccccc4c3=O)n2)c1 | 45 | 0 | -3% | 2% | -20% | 14%[0.307 µM] | -7% | 5%[0.307 µM] | 11%
COC(=O)CCN1CCN(S(=O)(=O)c2cccc(Br)c2)CC1 | 18 | 0 | 5% | 7% | 25% | -2%[7.66 µM] | i | 0%[7.66 µM] | 0%
O=S(=O)(c1ccc(Br)s1)N1CCN(CCc2ccccc2)CC1 | -19 | 0 | 6% | -2% | -16% | 2% | -24% | 1% | -3%
COc1ccc(/C=N/NC(=O)c2ccccc2O)cc1CN1CCOCC1 | -3 | 1 | -2% | -2% | -5% | -4% | -3% | -4% | 9%

Screens: PubChem BioAssay, National Center for Advancing Translational Sciences (NCATS)

Some of the compounds tested; the hit share may differ from the screen's.
